Screens deposited in PubChem BioAssay by National Center for Advancing Translational Sciences (NCATS).
KB-V1 cytotox – KB-V1 MDR subline cytotoxicity; KB-V1 MDR cells viability, CellTiter-Glo, 72 h; hit rate 3.4% among 400,000; Potency, µM (doses to about 46.1 µM), inactives show at the highest dose activity change, negative = cytotoxicity, hits mostly cytotoxic; AID 1347076; also: potency is read from the fitted curve at half-maximal effect; % is scaled to controls: 0 for no effect and ±100 for the full control effect; nearly all actives have a fitted effect of over 60% in size
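KB-V1, DMEM (no phenol red) + 10% FBS; cpd pin-transferred, titration series; 72 h, 37 degrees C; CellTiter-Glo, luminescence. Data normalized, curve-fit.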
GLP1R cytotox – cytotoxicity counter-screen for GLP-1 receptor inverse agonists. hit rate 0.13% among 410,000. Potency, µM (doses to about 38.3 µM), for inactives: at the top dose activity change, negative = inhibition, hits mostly inhibitors. HEK293 cAMP-luciferase reporter cells, luminescence, 24 h. AID 624418;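 also: loss of luciferase light is scored as toxicity; potency is read from the fitted curve at half-maximal effect; % is scaled to controls: 0 for no effect and ±100 for the full control effect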
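Step one: seed cells (200 cells/uL, DMEM with 10% Nu serum, 1% pen-strep). Step two: 12-hour incubation at 37 deg C. Step three: pin 23 nL compound, incubate 24 hr. Step four: add luciferase reagent, read luminescence 12 min later.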
D3 antag – antagonists of human D3 dopamine receptor; hit rate 2.5% among 360,000; D3R cells, DiscoveRx beta-arrestin luminescence, antagonist mode; hits give low values; max response, negative = inhibition, %; P35462; in the data active = max response below about -50%; inconclusive = no clear call, values can overlap the other calls; also: % is scaled to controls: 0 for no effect and ±100 for the full control effect; mostly tested at two doses, the higher about 12 µM
Target sequence (P35462 whole entry, looked up): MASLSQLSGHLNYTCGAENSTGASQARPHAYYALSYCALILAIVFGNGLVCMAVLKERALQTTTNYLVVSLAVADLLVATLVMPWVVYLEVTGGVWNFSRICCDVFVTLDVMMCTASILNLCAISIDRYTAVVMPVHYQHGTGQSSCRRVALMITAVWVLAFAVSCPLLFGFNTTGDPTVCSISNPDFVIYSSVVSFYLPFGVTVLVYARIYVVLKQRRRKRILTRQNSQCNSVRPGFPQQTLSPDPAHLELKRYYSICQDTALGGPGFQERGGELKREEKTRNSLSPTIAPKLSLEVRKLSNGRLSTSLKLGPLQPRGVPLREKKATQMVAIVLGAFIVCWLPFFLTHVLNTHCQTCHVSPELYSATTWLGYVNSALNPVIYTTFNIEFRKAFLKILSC
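Cells expressing the human receptor were seeded at 1500 cells/well, incubated overnight at 37 degrees C in 5% CO2, then exposed to library compounds with dopamine controls for 90 minutes at 37 degrees C before luminescent detection.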
PTHR1 agonist – PTHR1 (human) receptor agonism. AID 743266. Q03431. HEK293 GP2 PTHR1 cells, GloSensor cAMP luminescence, 1 h. hit rate 0.075% among 410,000. Potency, µM (doses to about 115 µM), for the others: top-dose activation, actives largely listed as activators; also: potency is read from the fitted curve at half-maximal effect; nearly all actives have a fitted effect of over 55% in size; some results filed as inactive show a strong effect at the top dose; inactives centre near -15; many of its hits are not listed in these tables
Target sequence (Q03431 whole entry, looked up): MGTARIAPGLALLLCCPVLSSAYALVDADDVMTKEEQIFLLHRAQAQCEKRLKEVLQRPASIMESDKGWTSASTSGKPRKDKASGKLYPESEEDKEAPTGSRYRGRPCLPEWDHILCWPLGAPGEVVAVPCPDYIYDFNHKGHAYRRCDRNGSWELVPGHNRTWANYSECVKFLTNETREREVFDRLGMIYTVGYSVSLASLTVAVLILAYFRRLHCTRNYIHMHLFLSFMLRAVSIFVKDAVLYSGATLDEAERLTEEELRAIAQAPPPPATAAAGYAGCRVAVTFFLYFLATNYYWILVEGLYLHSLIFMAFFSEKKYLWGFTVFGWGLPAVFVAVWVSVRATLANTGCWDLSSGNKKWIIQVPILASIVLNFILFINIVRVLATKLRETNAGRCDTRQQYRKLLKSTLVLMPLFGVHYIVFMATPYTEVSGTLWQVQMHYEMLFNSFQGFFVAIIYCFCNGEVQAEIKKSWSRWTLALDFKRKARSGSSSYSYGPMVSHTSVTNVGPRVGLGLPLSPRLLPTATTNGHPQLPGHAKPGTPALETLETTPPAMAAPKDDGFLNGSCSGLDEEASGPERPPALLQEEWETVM
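HEK-293-derived GP2 cells expressing PTHR1 and a GloSensor cAMP reporter, 3,000/well, plated overnight, given luciferin plus IBMX (each 0.5 mM as added) for 1 h at 37 °C, then compound for 1 h at 37 °C. Luminescence was read after 15 min at room temperature.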
aSyn yeast inh – inhibitors of alpha-synuclein toxicity in yeast. Yeast expressing alpha-synuclein, growth rescue, BacTiter-Glo, 24 h. Potency, µM (doses to about 46.1 µM), for the others: top-dose growth rescue (activation), most hits filed as activators. hit rate 0.14% among 370,000. AID 652106; also: potency is read from the fitted curve at half-maximal effect; % of control where 0% means no effect; nearly all actives have a fitted effect of over 65% in size
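Galactose-induced alpha-syn yeast (OD600=0.02, raffinose-pregrown) + pinned cpd, 24 hr, 30 deg C; growth by BacTiter-Glo luminescence. Growth restoration scores as activation.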
TDP43 rescue – inhibitors of TDP-43 toxicity in yeast; TDP-43 expressing yeast growth rescue, BacTiter-Glo, 24 h; Potency, µM (titrated, usually from 46.1 µM), for inactives: top-dose growth rescue (activation), actives largely listed as activators; hit rate 1.8% among 410,000; also: potency is read from the fitted curve at half-maximal effect; % of control where 0% means no effect; nearly all actives have a fitted effect of over 50% in size
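Cell-based yeast growth screen: TDP-43 expression induced in galactose, inoculum OD600=0.02 after raffinose pregrowth to mid-log. Read-out BacTiter-Glo luminescence at 24 hr, 30 deg C; inhibition of toxicity seen as signal increase.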
GLP-1R agonist – agonists of human GLP-1 receptor | P43220 | HEK293 GLP-1R CRE-luciferase, luminescence, 4-6 h; cells express a hypersensitive GLP-1R form | Potency, µM (top dose mostly 45.6 µM), inactives show at the highest dose activation, usual class: activators | hit rate 0.007% among 380,000 | AID 624172; also: potency is read from the fitted curve at half-maximal effect; % of control where 0% means no effect
D3 ag – activates the human D3 dopamine receptor | D3R DiscoveRx beta-arrestin cells, luminescence, 90 min | max activation, % | hit rate 0.58% among 410,000; in the data active = max activation above about 30%; also: 0% is about no effect; mostly tested at two doses, the higher about 12 µM
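Cells at 1500/well, incubated overnight, then treated with pinned compounds (dopamine as control) for 90 min at 37 degrees C. DiscoveRx reagent added for 30 - 60 minutes at room temperature; luminescence read.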
GLP-1R inv ag – inverse agonists of human GLP-1 receptor | P43220 | HEK293 GLP-1R CRE-luciferase, luminescence, 24 h; GLP-1R form is constitutively active | Potency, µM (titrated, usually from 38.3 µM), without a hit: at the top dose activity change, negative = inhibition, usual class: inhibitors | hit rate 1.6% among 410,000 | AID 624417; also: potency is read from the fitted curve at half-maximal effect; % is scaled to controls: 0 for no effect and ±100 for the full control effect; nearly all actives have a fitted effect of over 55% in size
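Luminescence readout: a drop in cAMP-driven luciferase signal flags inverse agonism at a constitutively active GLP-1R stably expressed in HEK293. Compound exposure lasted 24 hr at 37 deg C, 5% CO2.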
* marks the source's active call; other numbers are inactive results; i = inactive; ? = inconclusive; nt = not tested or not shown; [ ] = remark or other dose. Unless noted, calls follow the shape of the dose curve; as a rule, active = well fitted curve in the direction sought with a large enough effect; inconclusive = small, poorly fitted or top-dose-only effect, or another doubt; inactive = no such curve, though single readings can be large; an effect the other way counts as inactive or inconclusive.

SMILES	KB-V1 cytotox	GLP1R cytotox	D3 antag	PTHR1 agonist	aSyn yeast inh	TDP43 rescue	GLP-1R agonist	D3 ag	GLP-1R inv ag
Cc1ccc(S(=O)(=O)N2CCN(C(=O)c3cc4c(s3)CCC(C)C4)CC2)cc1 (stereo not drawn)	-13%	-1%	0	-13%	-2%	26%	-9%	3	11%
O=C1COc2ccc(-c3cc(-c4ccc(F)cc4)c4c(n3)-c3ccccc3OC4)cc2N1	?	5%	nt	i	nt	24%	-1%	3	17%
O=[N+]([O-])c1cccnc1Oc1ccccc1F	1%	3%	-2	i	10%	17%	11%	-7	14%
Cc1cc(Cl)c2oc(C(=O)N3CCC(O)(c4ccccc4)CC3)c(C)c2c1	-14%	-11%	0	-6%	?	?	27%	3	?
Cc1cnc(C(=O)OCC(=O)Nc2ccccc2-c2ccccc2)cn1	3%	7%	-19	-27%	2%	14%	-2%	-8	13%
COc1ccc(NC(=O)Nc2ccc3nccnc3c2)cc1	?	?	0	i	1%	7%	2%	-18	?
COc1ccc(CC(NC(C)=O)C(=O)NC2CCN(C(=O)Nc3ccccc3Cl)CC2)cc1OC (stereo not drawn)	10%	5%	8	i	-4%	23%	-15%	-2	4%
CCCC(=O)N1CCC1(C)C(=O)Nc1ccc(-n2cccc2)cc1 (stereo not drawn)	0%	-5%	14	i	3%	20µM*	4%	-2	11%
CC(C)CCNC(=O)CO/N=C/c1ccccc1OC(F)F	-14%	14%	0	i	-1%	9%	1%	-6	-10%
N#Cc1ccc(Oc2ccc(C(N)=O)cc2)cc1C#N	10%	0%	22	i	2%	2%	7%	1	-3%

Entries of single compounds as entered above.
O=C1COc2ccc(-c3cc(-c4ccc(F)cc4)c4c(n3)-c3ccccc3OC4)cc2N1 across the screens: KB-V1 cytotox: ?; GLP1R cytotox: 5%; D3 antag: nt; PTHR1 agonist: i; aSyn yeast inh: nt; TDP43 rescue: 24%; GLP-1R agonist: -1%; D3 ag: 3; GLP-1R inv ag: 17%
Cc1ccc(S(=O)(=O)N2CCN(C(=O)c3cc4c(s3)CCC(C)C4)CC2)cc1 (stereo not drawn) across the screens: KB-V1 cytotox: -13%; GLP1R cytotox: -1%; D3 antag: 0; PTHR1 agonist: -13%; aSyn yeast inh: -2%; TDP43 rescue: 26%; GLP-1R agonist: -9%; D3 ag: 3; GLP-1R inv ag: 11%
CCCC(=O)N1CCC1(C)C(=O)Nc1ccc(-n2cccc2)cc1 (stereo not drawn) across the screens: KB-V1 cytotox: 0%; GLP1R cytotox: -5%; D3 antag: 14; PTHR1 agonist: i; aSyn yeast inh: 3%; TDP43 rescue: 20µM*; GLP-1R agonist: 4%; D3 ag: -2; GLP-1R inv ag: 11%

Next structures.
SMILES	KB-V1 cytotox	GLP1R cytotox	D3 antag	PTHR1 agonist	aSyn yeast inh	TDP43 rescue	GLP-1R agonist	D3 ag	GLP-1R inv ag
Cc1ccc(-c2nc(-c3ccncc3)no2)cc1	-10%	-1%	-5	-36%[inhibitor]	14%	?	2%	6	3%
COc1ccccc1NC(=O)CSc1nnc(-c2ccoc2C)n1CCc1ccccc1	0%	-20%	12	-2%[57.5 µM]	3%	6%	6%	3	7.9µM*
CN(C)S(=O)(=O)c1ccc(S(=O)(=O)N(Cc2ccco2)Cc2ccccc2Cl)cc1	-25%	-23%	14	i	-2%	-13%	6%	16	3%
O=C(CNCc1ccccc1)Nc1cccc(Cl)c1Cl	-9%	6%	-3	?	3%	-7%	5%	-12	?
CC(C)(C)C(=O)NC1CC2CCCC(C1)N2C(=O)Nc1cccc(Cl)c1 (stereo not drawn)	-20%	-20%	2	-16%	-2%	6%	1%	1	10%
COC(=O)c1ccccc1NC(=S)NC(=O)CC(C)C	9%	-8%	10	-7%[57.5 µM]	-17%	20%	4%	-5	?
COc1ccc(/C=N/OCC(=O)N=Nc2c(O)[nH]c3ccc(Br)cc23)cc1OC	17%	?	10	-20%	1%	-9%	13%	1	?
COc1ccc(CCC(=O)Nc2ccc3c(c2)OCO3)cc1OC	24%	-11%	0	-19%	1%	5%	13%	8	6%
COc1ccc(Cn2ccnc2SCC(=O)Nc2ccc3c(c2)OCO3)cc1	nt	7%	nt	i	nt	32%	nt	6	-4%
CC(=O)c1c(C)[nH]c(C(=O)OCC(=O)N2CC(=O)Nc3ccccc32)c1C	?	6%	-20	i	6%	6%	3%	6	10%
COC(=O)c1cc2ccccc2c(-c2c(O)ccc3ccccc23)c1O	?	?	-18	-7%	0%	-94%[inhibitor]	-6%	-18	-5%
CNC(=S)N1N=C(c2cccs2)CC1c1ccc(OC)cc1 (stereo not drawn)	-18%	-5%	2	i	6%	0%	-13%	-4	?
CN(C)CCCOc1ccc(Cl)cc1Br	?	-22%	?	i	-1%	0%	-9%	-29	0%
CC[C@@]1(C(=O)OC)N[C@H](CN(C)C(=O)c2ccc(C)cc2)[C@@H]2C(=O)N(C)C(=O)[C@@H]21	0%	7%	10	-12%	8%	18%	0%	6	18%
CCc1c(C)nc2ncnn2c1N1CCCC(C(=O)NCc2ccco2)C1 (stereo not drawn)	-11%	5%	16	-21%	0%	-14%	3%	15	11%
Cc1cccc(C)c1NC(=O)c1cccc(C(=O)Nc2c(C)cccc2C)n1	0%	-5%	1	-6%	-4%	3%	24%	11	?
Cc1cc(N)n2nc(C)c(-c3ccc(Cl)cc3)c2n1	?	11%	-1	i	-10%	?	13%	2	?
COc1ccc(N(C)S(=O)(=O)c2cccc(C(=O)NC3CCCC(C)C3C)c2)cc1 (stereo not drawn)	?	11%	-1	-50%	5%	-9%	6%	6	?
CC(=O)Nc1ccc(SCCCC(=O)c2ccccc2)cc1	-5%	1%	1	i	1%	27%	?	5	-12%
O=C(NCCCN1CCN(c2cccc(Cl)c2)CC1)c1ccc2nc(Cc3ccccc3)oc2c1	?	-15%	nt	-94%[inhibitor]	nt	4%	nt	-7	?
Cc1ccc(C(=O)N=c2sccn2C)o1	-2%	3%	18	-10%	1%	-2%	-1%	-5	14%
CC(C)C(C(=O)O)N1C(=O)C2C3CCC(C3)C2C1=O (stereo not drawn)	0%	19%	31	-22%	0%	24%	-1%	-4	19%
Cc1ccc(S(=O)(=O)N(C)C)cc1NC(=O)C1CCCCN1S(=O)(=O)c1ccccc1 (stereo not drawn)	-17%	1%	-3	-12%	-1%[1.84 µM]	2%	-3%	5	-11%
CCOc1ccc(CCNC(=O)c2ccc(CSCc3ccccc3C)o2)cc1OCC	nt	3%	nt	-15%	nt	32%	nt	5	?
O=C(CCOc1ccccc1)N1CCN(c2ccc(O)cc2)CC1	-3%	1%	2	i	8%	1%	12%	11	?
CCN(CC(=O)Nc1ccc(NC(C)=O)cc1)C(=O)C1CCN(C(=O)c2ccccc2C)CC1	-9%	-7%	2	i	-7%	0%	3%	-4	6%
O=C(N/N=C/c1sc(=O)n(-c2ccccc2)c1Cl)c1ccccc1	-27%	1%	?	-64%[inhibitor]	-4%	-7%	2%	-16	1%
O=C(Cn1c2ccc(F)cc2c2nc3n(c(=O)c21)CCS3)Nc1ccc(Cl)cc1F	?	9%	-5	i	-7%	-23%	-9%	-5	-8%
COc1cc2oc(-c3ccc(O)cc3)cc(=O)c2c(O)c1OC	?	-10%	-9	-18%	-11%	-2%	29%	0	45%[activator]
COc1cc(CNc2nnnn2C)ccc1OCc1c(F)cccc1Cl	-8%	-12%	-9	-18%	1%	1%	10%	-3	-18%

Structures shown so far with an aryl thioether with sulfur outside any ring, in the order listed:
SMILES	KB-V1 cytotox	GLP1R cytotox	D3 antag	PTHR1 agonist	aSyn yeast inh	TDP43 rescue	GLP-1R agonist	D3 ag	GLP-1R inv ag
COc1ccccc1NC(=O)CSc1nnc(-c2ccoc2C)n1CCc1ccccc1	0%	-20%	12	-2%[57.5 µM]	3%	6%	6%	3	7.9µM*
COc1ccc(Cn2ccnc2SCC(=O)Nc2ccc3c(c2)OCO3)cc1	nt	7%	nt	i	nt	32%	nt	6	-4%
CC(=O)Nc1ccc(SCCCC(=O)c2ccccc2)cc1	-5%	1%	1	i	1%	27%	?	5	-12%

The listing continues.
SMILES	KB-V1 cytotox	GLP1R cytotox	D3 antag	PTHR1 agonist	aSyn yeast inh	TDP43 rescue	GLP-1R agonist	D3 ag	GLP-1R inv ag
CCCSc1ccc([C@H]2N[C@@](Cc3ccccc3)(C(=O)OC)[C@H]3C(=O)N(CC)C(=O)[C@@H]23)cc1	-3%	22%	-13	18%	5%	17%	2%	-13	-12%
CN(C)CCCCCNCCCNC(=O)/C=N\O	-6%	3%	5	i	-10%	-22%	-2%	7	12%
CCN1/C(=C2\C(=O)N(C)C(=S)N2C)C=Cc2ccccc21	-20%	?	-22	i	-23%	-34%[inhibitor]	0%	-12	-25%
CC(CCc1ccccc1)NC(=O)COC(=O)c1cccc2ccccc12 (stereo not drawn)	-15%	-21%	5	-45%[inhibitor]	1%	1%	7%	-6	?

This is a subset; count on the stated rates, not on these rows.
